High-throughput results (PubChem BioAssay)
mIDH1 inhibitor: human IDH1 R132H inhibition; O75874; IDH1-R132H enzyme, NADPH consumption, diaphorase/resazurin fluorescence; Potency, µM (highest dose often 76.6 µM), for the others: at the top dose activity change, negative = inhibition, most hits filed as inhibitors; actives 0.093% (n = 390,000); also: potency is read from the fitted curve at half-maximal effect; % is scaled to controls: 0 for no effect and ±100 for the full control effect; nearly all actives have a fitted effect of over 65% in size
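IDH1-R132H (0.5 ug/mL dispensed) in pH 7.5 Tris buffer was preincubated 30 min with compound, then given a substrate mix of 0.016 mM NADPH and 2 mM alpha-KG for 80 min at room temperature; remaining NADPH was read by diaphorase/resazurin fluorescence.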
rTrxR1 inhibitor: blocks rat thioredoxin reductase 1 | O89049 | recombinant rTrxR1, NADPH fluorescence consumption, selenite substrate | Potency, µM (series often up to 114 µM), for the others: top-dose activity change, negative = inhibition, most hits filed as inhibitors | actives 1% (n = 390,000); also: potency is read from the fitted curve at half-maximal effect; % is scaled to controls: 0 for no effect and ±100 for the full control effect; nearly all actives have a fitted effect of over 65% in size
Target sequence (O89049 whole entry, looked up): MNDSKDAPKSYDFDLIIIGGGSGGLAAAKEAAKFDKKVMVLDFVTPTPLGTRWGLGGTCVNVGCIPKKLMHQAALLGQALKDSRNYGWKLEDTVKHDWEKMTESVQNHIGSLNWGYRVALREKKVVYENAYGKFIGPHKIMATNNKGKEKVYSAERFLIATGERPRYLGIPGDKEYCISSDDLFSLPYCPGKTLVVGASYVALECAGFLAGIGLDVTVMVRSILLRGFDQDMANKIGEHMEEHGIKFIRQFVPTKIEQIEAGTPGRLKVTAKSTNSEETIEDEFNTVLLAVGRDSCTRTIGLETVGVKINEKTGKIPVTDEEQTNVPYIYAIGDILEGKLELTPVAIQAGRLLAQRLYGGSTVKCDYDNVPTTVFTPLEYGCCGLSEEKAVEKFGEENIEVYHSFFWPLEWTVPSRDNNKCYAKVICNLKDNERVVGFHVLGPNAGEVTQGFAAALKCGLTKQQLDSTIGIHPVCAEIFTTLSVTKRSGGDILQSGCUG
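Rat TrxR1 (90 nM in the dispensed reagent) was pre-reduced with 400 uM NADPH for 5 min at room temperature, then incubated with compound for 15 min. After 400 uM selenite was added, NADPH fluorescence (Ex 340/Em 450 nm) was followed for 8 min.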
Vif-APOBEC3F blk: blocks the Vif interaction with APOBEC3F; HeLa A3F-eYFP + Vif (tagged APOBEC3F with the HIV-1 protein that degrades it), YFP fluorescence increase; Potency, µM (highest dose often 46.1 µM), without a hit: at the top dose activity, negative = active; actives 0.2% (n = 390,000); AID 602313; also: potency is read from the fitted curve at half-maximal effect; % of control where 0% means no effect; nearly all actives have a fitted effect of over 65% in size
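HeLa cells stably expressing A3F-eYFP plus Vif, plated and incubated overnight at 37 deg C, then exposed to compounds overnight at 37 deg C. Blocked degradation read as raised yellow fluorescence (Ex 488/Em 500-530).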
Vif-A3G inh: blocks the Vif interaction with human APOBEC3G; Q9HC16; HeLa A3G-eYFP + Vif (tagged APOBEC3G with the HIV-1 protein that degrades it), YFP fluorescence, overnight; Potency, µM (titrated, usually from 46.1 µM), without a hit: at the top dose activity, negative = active, hits mostly inhibitors; actives 0.076% (n = 410,000); AID 602310;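 also: potency is read from the fitted curve at half-maximal effect; % is scaled to controls: 0 for no effect and ±100 for the full control effect; nearly all actives have a fitted effect of over 60% in size; hits raise eYFP signal because A3G escapes Vif-driven loss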
Target sequence (Q9HC16 whole entry, looked up): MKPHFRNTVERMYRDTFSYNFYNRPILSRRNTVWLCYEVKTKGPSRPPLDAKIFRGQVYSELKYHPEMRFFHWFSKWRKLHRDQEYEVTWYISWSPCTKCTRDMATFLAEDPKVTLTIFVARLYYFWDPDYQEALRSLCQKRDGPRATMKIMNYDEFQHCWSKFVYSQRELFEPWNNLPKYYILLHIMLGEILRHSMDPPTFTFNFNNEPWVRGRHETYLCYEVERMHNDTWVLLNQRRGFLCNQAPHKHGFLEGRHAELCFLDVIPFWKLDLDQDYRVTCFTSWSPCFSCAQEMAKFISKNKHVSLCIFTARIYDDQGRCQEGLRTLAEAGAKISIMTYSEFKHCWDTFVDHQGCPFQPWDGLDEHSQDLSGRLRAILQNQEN
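Read-out is eYFP fluorescence (Ex 488/Em 500-530) from Vif-expressing HeLa A3G-eYFP cells; more signal means A3G escaped Vif-mediated degradation. Cells plated overnight, compound pinned in, incubated overnight at 37 deg C.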
USP1-UAF1 inh: USP1/UAF1 (human) deubiquitinase inhibition; O94782; recombinant USP1/UAF1, Ub-Rhodamine cleavage fluorescence; Potency, µM (titrated, usually from 57.1 µM), without a hit: at the top dose activity change, negative = inhibition, actives largely listed as inhibitors; actives 0.23% (n = 390,000); AID 743255; also: potency is read from the fitted curve at half-maximal effect; % is scaled to controls: 0 for no effect and ±100 for the full control effect; nearly all actives have a fitted effect of over 60% in size; inactives centre near -12
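1 nM enzyme complex + cpd, 15 min RT; start with Ub-Rho 150nM final; kinetic fluorescence ex 480/em 540, 6 reads q60 s. Buffer 50mM HEPES pH 7.8, 0.5mM EDTA, 0.1 mg/ml BSA, 1mM TCEP, 0.01% Tween-20.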
RGS4 inhibitor: human RGS4 inhibition | actives 0.039% (n = 390,000) | P49798 | Transcreener GDP fluorescence polarization, RGS4-accelerated GTP hydrolysis | Potency, µM (highest dose often 114 µM), for the others: at the highest dose activity change, negative = inhibition, actives largely listed as inhibitors; also: potency is read from the fitted curve at half-maximal effect; % is scaled to controls: 0 for no effect and ±100 for the full control effect; nearly all actives have a fitted effect of over 75% in size; some results filed as inactive show a strong effect at the top dose
Target sequence (P49798 whole entry, looked up): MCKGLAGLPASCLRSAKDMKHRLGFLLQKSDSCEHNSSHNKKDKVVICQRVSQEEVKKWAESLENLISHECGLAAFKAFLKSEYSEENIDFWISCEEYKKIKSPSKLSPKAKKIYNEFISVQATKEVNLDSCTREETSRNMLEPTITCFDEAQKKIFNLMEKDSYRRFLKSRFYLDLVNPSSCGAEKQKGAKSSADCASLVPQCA
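MLSMR compounds (23 nl, pin-transferred) preincubated 10 min at room temperature with a 500nM (2x) first reagent, then RGS4 at 900nM (2x) plus Transcreener GDP mix added; fluorescence polarization (620/688 nm) read before and after 90 min at 30 °C.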
GRP78 ERSR act: induces the endoplasmic reticulum stress response in human glioma cells | actives 0.02% (n = 420,000) | Potency, µM, for inactives: at the highest dose activation, actives largely listed as activators | U87-MG GRP78 promoter luciferase reporter, 16 h; also: potency is read from the fitted curve at half-maximal effect; series mostly up to about 76 µM; % of control where 0% means no effect; nearly all actives have a fitted effect of over 35% in size
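Stably transfected U87-MG glioma cells carrying a GRP78-based luciferase sensor; 16 h compound incubation. Luminescence end-point read 10 min after Bright-Glo addition at room temperature.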
LDHA block: LDHA (human) enzyme inhibition | P00338 | purified LDHA, NADH/diaphorase-resazurin fluorescence; active compounds read low | activity change, % (values are at about 110 or 230 µM) | actives 0.15% (n = 480,000) | AID 1347041; in the data active = activity change below about -30%; inconclusive = mostly about -25% to -30%;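 also: plate controls were DMSO wells for no effect and wells without enzyme for full effect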
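Resorufin fluorescence (ex540/em590), read at 0 and 20 min after diaphorase/resazurin addition, reports the NADH left after a 5 min room-temperature reaction of 2 nM human LDH5 with 0.06 mM NADH and 0.2 mM pyruvate.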
TrxR1 substrate: substrates of rat thioredoxin reductase 1; purified TrxR1 substrate turnover, NADPH consumption readout; actives 0.01% (n = 390,000); AID 588456; O89049; Potency, µM (highest dose often 114 µM), without a hit: top-dose activity change, negative = substrate turnover; also: potency is read from the fitted curve at half-maximal effect; % is scaled to controls: 0 for no effect and ±100 for the full control effect; nearly all actives have a fitted effect of over 50% in size
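Rat TrxR1, dispensed at 90 nM, was prereduced with 400 uM NADPH (final) for 5 min at ~22 deg C, then incubated with compound 15 min before 400 uM selenite. A first-read NADPH fluorescence drop versus no-compound background flagged substrates.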
An asterisk follows results filed as active; ? = inconclusive; . = no result given; [ ] = another dose, or the depositor's remark. Unless noted, calls follow the shape of the dose curve; as a rule, active = well fitted curve in the direction sought with a large enough effect; inconclusive = small, poorly fitted or top-dose-only effect, or another doubt; inactive = no such curve, though single readings can be large; an effect the other way counts as inactive or inconclusive.

SMILES | mIDH1 inhibitor | rTrxR1 inhibitor | Vif-APOBEC3F blk | Vif-A3G inh | USP1-UAF1 inh | RGS4 inhibitor | GRP78 ERSR act | LDHA block | TrxR1 substrate
COc1ccc(C)cc1NC(=O)NCc1ccc2c(c1)CCN2C(=O)c1ccccc1 | -12% | 7%[57.1 µM] | 1% | 2% | -1% | 10% | -4% | 0 | -2%[57.1 µM]
CCCCN(C(=O)c1ccccc1Br)C1CCS(=O)(=O)C1 (stereo not given) | 5% | 20% | -6% | 1% | -20% | -13% | -3% | 2 | 3%
COc1cc(C2OC(c3cc(OC)c(OC)c(OC)c3)C(C)C2C)cc(OC)c1OC (stereo not given) | 5% | 6% | -4% | 0% | 5% | 19% | -1% | -7 | 0%
COC(/C=C/Nc1ccc(Br)cc1)=C(C#N)C#N | -1% | -15% | -15% | 1% | 12% | 1% | -3% | 6 | -1%
CC(NC(=O)Cc1ccc(F)cc1)c1ccccc1 (stereo not given) | 7% | 10% | 1% | 0% | -19% | -19% | -4% | -2 | 1%
CCCCc1cc(=O)oc2c(CN3CCN(C)CC3)c(O)ccc12 | 4% | ? | -1% | -6% | -17% | 16% | -7% | -4 | .
COC(=O)c1ccc2c(c1)N(Cc1ccccc1F)C(=O)c1ccccc1S2=O (stereo not given) | -4% | -3% | 4% | -9% | 4% | 3% | -1% | -7 | -7%
Cc1ccc(CCNC(=O)c2ccc3c(c2)nc2n3CCC(C)C2)cc1 (stereo not given) | -4% | 23%[57.1 µM] | 1% | 5% | -17% | -19% | -3% | -11 | -2%[57.1 µM]
CC(OC(=O)c1cc2sccc2n1C)C(=O)NCC1CCCO1 (stereo not given) | -5% | 8% | -12% | 2% | 0% | -31% | -4% | 1 | 0%
Nc1nc(SCC(=O)NN(c2ccccc2)c2ccccc2)n[nH]1 | 9% | 13% | -11% | 0% | -20% | 5% | -2% | -3 | -1%
O=C(COC(=O)/C=C/c1ccccc1)NCCNC(=O)COC(=O)/C=C/c1ccccc1 | -2% | 22%[57.1 µM] | -5% | 0% | -5% | -6% | -1% | -2 | 0%
COc1ccc(-c2nnc(SCC(=O)NCc3cccs3)n2C(C)C)cc1 | 4% | 9%[57.1 µM] | 0% | -8% | -4% | -5% | -4% | 0 | 3%[57.1 µM]
CCOC(=O)N1CCN(C(=O)c2ccc3c(c2)N(Cc2ccc(C)cc2)CCS3)CC1 | ? | -12% | -2% | 2% | -9% | 5% | -4% | 7 | 16%
Cc1ccc(N(Cc2ccc(C(=O)Nc3ccccc3C(=O)NCc3ccco3)cc2)S(C)(=O)=O)cc1C | -1% | 25% | -5% | 0% | -9% | -23% | -2% | -2 | 26%
O=C(NC1CCCCC1)C(c1ccncc1)N(C(=O)Cn1nnc(-c2cccs2)n1)C1CCCC1 (stereo not given) | 0% | -18% | -11% | -1% | -13% | 19% | -1% | -6 | 6%
CCCCCCOc1ccc(NC(=O)CC2C(=O)N(CC)C(=S)N2Cc2ccco2)cc1 (stereo not given) | 5% | -9% | -7% | -20% | -26% | -9% | 3% | 3 | -11%
CCOc1ccccc1C(=O)OCC(=O)Nc1ccc(N2CCCCC2)cc1 | 4% | 23% | -7% | -3% | -4% | -4%[56.9 µM] | -5% | 3 | 1%
COC(=O)c1c(C)[nH]c(C(=O)/C=C/c2cccc(Cl)c2)c1C | 2% | 2% | 12% | -4% | -23% | 19% | 5% | -8 | 4%
Cc1ccc2occ(CC(=O)N(Cc3ccc(N(C)C)cc3)C3CCS(=O)(=O)C3)c2c1 (stereo not given) | 10% | 6% | -2% | 3% | -20% | 15% | -1% | 10 | 1%
CCS(=O)(=O)Nc1c(C(=O)OC)[nH]c2ccccc12 | -4% | 4% | -3% | 0% | 1% | 20% | -5% | -1 | 4%
COc1cccc(C(O)c2nccn2Cc2ccccc2)c1OC (stereo not given) | -8% | -17% | 11% | -1% | -2% | -2% | -2% | -7 | -12%
Cc1ccc(Cn2nnc3c(=O)[nH]c(C4CCN(S(=O)(=O)c5ccccc5)CC4)nc32)cc1 | 0% | -3% | 2% | 2% | -21% | -2% | -2% | 6 | 1%
Cc1ccccc1Nc1c(N)c(=O)oc2ccccc12 | -2% | -13% | 0% | -22% | -3% | -14% | -6% | 5 | -9%
CCOC(=O)C1CCCN(S(=O)(=O)c2cc3[nH]c(=O)c(=O)[nH]c3cc2C)C1 (stereo not given) | 14% | -3%[57.1 µM] | -3% | 1% | -17% | -7% | -1% | 0 | 23%[57.1 µM]

In the list so far, four contain an aryl methoxy group:
SMILES | mIDH1 inhibitor | rTrxR1 inhibitor | Vif-APOBEC3F blk | Vif-A3G inh | USP1-UAF1 inh | RGS4 inhibitor | GRP78 ERSR act | LDHA block | TrxR1 substrate
COc1ccc(C)cc1NC(=O)NCc1ccc2c(c1)CCN2C(=O)c1ccccc1 | -12% | 7%[57.1 µM] | 1% | 2% | -1% | 10% | -4% | 0 | -2%[57.1 µM]
COc1cc(C2OC(c3cc(OC)c(OC)c(OC)c3)C(C)C2C)cc(OC)c1OC (stereo not given) | 5% | 6% | -4% | 0% | 5% | 19% | -1% | -7 | 0%
COc1ccc(-c2nnc(SCC(=O)NCc3cccs3)n2C(C)C)cc1 | 4% | 9%[57.1 µM] | 0% | -8% | -4% | -5% | -4% | 0 | 3%[57.1 µM]
COc1cccc(C(O)c2nccn2Cc2ccccc2)c1OC (stereo not given) | -8% | -17% | 11% | -1% | -2% | -2% | -2% | -7 | -12%

Following part
SMILES | mIDH1 inhibitor | rTrxR1 inhibitor | Vif-APOBEC3F blk | Vif-A3G inh | USP1-UAF1 inh | RGS4 inhibitor | GRP78 ERSR act | LDHA block | TrxR1 substrate
O=C(COc1ccc(Cl)cc1Cl)NC(=O)NC1CCCC1 | 1% | 12% | -22% | -3% | -8% | 12% | 8% | -10 | -4%
O=c1c(-c2ccc3c(c2)OCCO3)c(C(F)(F)F)oc2cc(O)cc(O)c12 | 6% | 7% | 4% | -1% | -17% | -1% | 2% | 1 | -5%
CCCc1cc(=O)[nH]c(SCC(=O)Nc2cc(S(=O)(=O)N3CCCCC3)ccc2C)n1 | 2% | 6% | 6% | -10% | -10% | -22% | -1% | -2 | -1%
CCOC(=O)c1cc(CC)sc1/N=C/C1=C(O)CC(C)(C)CC1=O | 1% | -34% | 4% | -8% | -2% | 1% | -1% | -2 | 1%
CCOc1ccccc1C(=O)OCC(=O)NCC1CCCCC1 | -5% | -4%[57.1 µM] | 7% | 0% | 1% | -6% | -2% | -6 | -4%[57.1 µM]
COCCN(C(=O)COC(=O)c1cccc2ccccc12)c1c(N)n(Cc2ccccc2)c(=O)[nH]c1=O | 7% | -8% | 6% | -1% | -6% | 10% | -3% | -11 | -6%
O=C(CSc1nc2ccccc2c(=O)n1CC1CCCO1)NCC1CCCO1 (stereo not given) | 1% | 15% | -3% | 1% | -24% | -5% | -3% | -7 | 6%
OCCN1CCOCCOCCN(CCO)CCN(CCO)CC1 | 6% | 6% | . | 0% | -10% | -16% | -3% | -1 | -1%
O=C(Cc1ccccc1)NNC(=O)C1CC=CCC1 (stereo not given) | 2% | 14% | 12% | 2% | -8% | 37% | 0% | 3 | 1%
CCn1c(=O)n(CC)c2cc(S(=O)(=O)N3CCOCC3)ccc21 | 3% | 15% | -2% | 2% | -12% | 9% | -1% | 0 | 3%
Cc1cccc(NC(=O)CCS(=O)(=O)c2ccc3c(c2)oc(=O)n3C)c1 | 0% | -26% | -2% | 2% | -4% | 23% | -5% | -11 | 2%
Cc1ccc(C(=O)CC2(O)C(=O)N(CCc3ccccc3)c3ccc(Cl)cc32)cc1 (stereo not given) | 5% | -9% | -33% | -8% | -13% | -7% | 1% | -3 | -8%
CC(C)c1ccc(NS(=O)(=O)c2cn(C)c(=O)n(C)c2=O)cc1 | 13% | 8%[57.1 µM] | -16% | 1% | -17% | -2% | -2% | -4 | 14%[57.1 µM]
Cn1c(NC(=O)c2ccccc2)c(-c2cccs2)c(=O)c2ccccc21 | 0% | -2% | 1% | 1% | 1% | -30% | -3% | 0 | -1%
COc1ccc(CNC(=O)c2cnc3sc(N4CCOCC4)nn3c2=O)cc1 | 8% | -11%[57.1 µM] | 0% | 0% | -5% | -19% | 0% | -6 | -1%[57.1 µM]

Single records, from the list above:
COCCN(C(=O)COC(=O)c1cccc2ccccc12)c1c(N)n(Cc2ccccc2)c(=O)[nH]c1=O reads mIDH1 inhibitor = 7%; rTrxR1 inhibitor = -8%; Vif-APOBEC3F blk = 6%; Vif-A3G inh = -1%; USP1-UAF1 inh = -6%; RGS4 inhibitor = 10%; GRP78 ERSR act = -3%; LDHA block = -11; TrxR1 substrate = -6%
CC(C)c1ccc(NS(=O)(=O)c2cn(C)c(=O)n(C)c2=O)cc1 reads mIDH1 inhibitor = 13%; rTrxR1 inhibitor = 8%[57.1 µM]; Vif-APOBEC3F blk = -16%; Vif-A3G inh = 1%; USP1-UAF1 inh = -17%; RGS4 inhibitor = -2%; GRP78 ERSR act = -2%; LDHA block = -4; TrxR1 substrate = 14%[57.1 µM]

These rows are one share of the data; rates above refer to the full screens.
